Bioassay records (PubChem)
PLAP inhibitors HTS: PLAP enzyme inhibitors, biochemical, luminescence, HTS (AID 690) | inhibition, % at 20 µM; hits with a dose series show IC50 in µM | purified PLAP, luminescent substrate; higher % means a stronger effect | 96,000 tested, 0.08% active | Alkaline phosphatase, placental type (Homo sapiens); in the data active means a potency from the dose series; inactive means the rest, 99 in 100 with inhibition below about 30%; further: strong numbers were not always called active
IL1B NFkB pot: enhancers of NFkB p65 translocation in HUVEC – imaging, IL-1B stimulus, high-content imaging, primary screen | HUVEC IL-1B NFkB p65 nuclear translocation imaging | 94,000 tested, 0.3% active | activation, % at 2 µM | AID 819, 2007;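 active means activation above 40%, about the mean plus 3 SD, also judged a hit on visual image review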;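 further: percent activation is computed from the nuclear over cytoplasmic p65 intensity ratio; values of inactives mirror those of a sister screen read the other way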
NFkB transloc inh: inhibitors of IL-1B driven NFkB p65 nuclear import, primary screen, imaging, HUVEC, IL-1B stimulus, high-content imaging; HUVEC IL-1B NFkB p65 nuclear translocation imaging; inhibition, % at 2 µM; 94,000 tested, 0.43% active; AID 796, 2007;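 active means inhibition above about 30% together with a positive call from visual inspection of the well image, limit read from the data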;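 further: nuclear over cytoplasmic p65 intensity ratio measured by imaging; 0% = IL-1B stimulated DMSO wells and 100% = unstimulated DMSO wells; values of inactives mirror those of a sister screen read the other way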
MRP resist rev: reversal of MRP1-mediated doxorubicin resistance, primary screen, H69AR cells, doxorubicin co-treatment; 85,000 tested, 0.04% active; H69AR cells + 2 uM doxorubicin, CellTiter-Glo, 72 h; differential viability (reversal), % at 10 µM;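 active means viability drop by adding the cancer drug above about 55%, with treated viability meeting a 40% cutoff, limit read from the data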;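 further: viability without doxorubicin minus viability with 2 µM doxorubicin for each compound; larger differential means the compound sensitizes cells more to doxorubicin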
Bcl-B TR3 displacers: displacers of TR3 peptide from Bcl-B, primary screen, selectivity assay for Bfl-1 inhibitor project, biochemical, fluorescence polarization; AID 748, 2007; Bcl-2-like protein 10 (Homo sapiens); 96,000 tested, 0.11% active; displacement, % at 20 µM, or IC50 in µM where a hit was titrated; FP displacement of FITC-TR3 peptide from Bcl-B; higher % means a stronger effect;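 active means displacement above 50% at 20 µM plus a fluorescence interference ratio under 1.5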;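 further: plate controls were wells without compound for no effect and wells lacking Bcl-B protein for full effect; a part of the inactive calls stands beside numbers as strong as those of hits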
MRP resist rev cytotoxicity: second read-out of MRP resist rev, no call of its own (marks repeat the call); viability, %; H69AR cells, CellTiter-Glo, 72 h; measured here: cytotoxicity without doxorubicin
MRP resist rev with doxorubicin: recorded beside MRP resist rev, whose call it bears; viability, %; measured here: viability with 2 uM doxorubicin; hits give low values
NFkB transloc inh cell count 2 µM: also measured in NFkB transloc inh; calls as there; cell count; measured here: cells passing quality filter;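 raw number of nuclei counted in each imaged well without normalization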
IL1B NFkB pot cell count 2 µM: further read-out of IL1B NFkB pot, marked with its call; cell count; measured here: cells passing quality filter
Numbers without * were called inactive; / = no result given.

canonical_smiles | PLAP inhibitors HTS | IL1B NFkB pot | IL1B NFkB pot cell count 2 µM | NFkB transloc inh | NFkB transloc inh cell count 2 µM | MRP resist rev | MRP resist rev cytotoxicity | MRP resist rev with doxorubicin | Bcl-B TR3 displacers
COc1ccc(-n2ncc(N(C)n3cccc3)c(Cl)c2=O)cc1 | 6% | -1 | 158 | 1 | 158 | / | / | / | -20%
Cc1ccc(-c2nnc(SCC#CCOC(=O)c3cccs3)o2)cc1 | 25% | 4 | 156 | -4 | 156 | 4 | 99 | 96 | -8%
CCCNC(=O)C1CCN(c2nc(C)cc(C)n2)CC1 | -17% | 11 | 85 | -11 | 85 | 9 | 101 | 91 | 3%
COC(=O)/C(=C\Nc1ccc(OC)cc1)NC(=O)c1ccc(Cl)cc1Cl | 6% | 4 | 92 | -4 | 92 | -28 | 36 | 64 | -6%
CCCCN1C(=O)C(NC(=O)C2CC2)(C(F)(F)F)C2=C1CC(C)(C)CC2=O (centres undefined) | -12% | 3 | 90 | -3 | 90 | / | / | / | -8%
O=C1C(=O)N(CCO)C(c2ccccc2)/C1=C(\O)c1ccccc1 (centres undefined) | -19% | / | / | / | / | 6 | 102 | 97 | 11%
O=c1cc(-c2ccccc2)nc(N2CCN(Cc3ccc4c(c3)OCO4)CC2)[nH]1 | -23% | 5 | 109 | -5 | 109 | -4 | 80 | 84 | -3%
Cc1ccccc1C(=O)Nc1cccc(C#N)c1 | / | 2 | 100 | -2 | 100 | 3 | 96 | 93 | /
Cn1nc(-c2ccc(OCC(N)=O)cc2)c2ccccc2c1=O | 16% | 20 | 155 | -20 | 155 | 6 | 104 | 98 | 5%
Cc1c(-c2ccccc2)sc(N)c1C(=O)N1CCOCC1 | -53% | 7 | 133 | -7 | 133 | 12 | 102 | 91 | -10%
CCC(=O)NC(c1cccc([N+](=O)[O-])c1)c1c(OC(C)=O)ccc2ccccc12 (centres undefined) | / | 2 | 88 | -2 | 88 | 18 | 97 | 80 | /
CCOC(=O)N1CCC(Nc2ncnc3c2cnn3-c2ccc(C)cc2C)CC1 | -39% | 29 | 68 | -29 | 68 | 37 | 72 | 35 | 1%
CCCCC(CC)Cn1c(N)c(C#N)c2nc3ccccc3nc21 (centres undefined) | -16% | -3 | 134 | 3 | 134 | / | / | / | -104%
COC(=O)c1ccccc1N1C(=O)C2C(C1=O)C1C=CC2C12CC2 (centres undefined) | 6% | 11 | 176 | -11 | 176 | / | / | / | 5%
O=C(c1cc2sccc2n1Cc1ccc(F)cc1)N1CCN(c2nc3ccccc3s2)CC1 | / | 10 | 122 | -10 | 122 | -14 | 67 | 82 | /
CCOC(=O)C1=C(C)NC(=O)C(C#N)C1c1ccncc1 (centres undefined) | 8% | 7 | 212 | -8 | 212 | -11 | 97 | 108 | 2%
COCCNC(=O)Cn1nc(C(F)(F)F)c(Cl)c1C | -13% | 7 | 116 | -6 | 116 | 0 | 86 | 86 | 8%
COc1ccc(-c2nnc(SCC(=O)Nc3ccc(Cl)cc3)n2C)cc1 | / | 10 | 156 | -10 | 156 | 0 | 91 | 91 | /
CCCCc1c(C)c(C#N)c2[nH]c3ccccc3n2c1=O | 15% | -2 | 170 | 2 | 170 | -10 | 18 | 28 | 16%
Cc1cccc(OCC(=O)NC(C)C(=O)N/N=C/c2c(OCc3ccccc3)ccc3ccccc23)c1 (centres undefined) | -56% | -3 | 181 | 3 | 181 | / | / | / | 9%
CCOc1ccc(CCNC(=O)COC(=O)c2ccco2)cc1OCC | -8% | 8 | 190 | -8 | 190 | / | / | / | -6%
Cc1ccc(NS(=O)(=O)c2ccccc2Cl)c2c1CC(C)(C)O2 | -3% | 4 | 146 | -4 | 146 | -5 | 61 | 66 | -4%
O=C(O)C1C2C=CC(C2)C1C(=O)NCCc1ccccc1 (centres undefined) | 28% | 21 | 140 | -21 | 140 | -9 | 90 | 99 | -1%
O=C(CSc1nnc(-c2cccs2)n1-c1cccc(Cl)c1)c1cccc2c1OCCO2 | -24% | -4 | 147 | 4 | 147 | 14 | 71 | 57 | -8%
Cc1c(CCO)c(=O)n(-c2ccccc2)n1S(=O)(=O)c1ccc(Cl)cc1 | -57% | -2 | 72 | 2 | 72 | -2 | 86 | 88 | -4%
CC(=O)Nc1ccc2nc(SCC(=O)Nc3ccc(N4CCOCC4)c(Cl)c3)sc2c1 | 17% | 31 | 172 | -31 | 172 | / | / | / | 1%
O=C(NC1CCCCC1)C(c1ccco1)N(Cc1cccnc1)C(=O)C1COc2ccccc2O1 (centres undefined) | -40% | 17 | 148 | -17 | 148 | 10 | 84 | 75 | -3%
COc1cc2c(cc1NC(=O)COC(=O)Cn1cnc3ccccc31)oc1ccccc12 | -73% | 24 | 141 | -24 | 141 | -7 | 66 | 73 | -12%
Cc1ccccc1S(=O)(=O)Cc1ccc(C(=O)NCCCOC(C)C)o1 | 5% | -7 | 194 | 7 | 194 | 11 | 85 | 74 | -9%
COC(=O)C(NC(C)=O)(Nc1ccccc1)C(=O)OC | 18% | 3 | 116 | -3 | 116 | -13 | 101 | 114 | -10%

Of the compounds above, 2 have a CF3 group.
canonical_smiles | PLAP inhibitors HTS | IL1B NFkB pot | IL1B NFkB pot cell count 2 µM | NFkB transloc inh | NFkB transloc inh cell count 2 µM | MRP resist rev | MRP resist rev cytotoxicity | MRP resist rev with doxorubicin | Bcl-B TR3 displacers
CCCCN1C(=O)C(NC(=O)C2CC2)(C(F)(F)F)C2=C1CC(C)(C)CC2=O (centres undefined) | -12% | 3 | 90 | -3 | 90 | / | / | / | -8%
COCCNC(=O)Cn1nc(C(F)(F)F)c(Cl)c1C | -13% | 7 | 116 | -6 | 116 | 0 | 86 | 86 | 8%

Continuation.
canonical_smiles | PLAP inhibitors HTS | IL1B NFkB pot | IL1B NFkB pot cell count 2 µM | NFkB transloc inh | NFkB transloc inh cell count 2 µM | MRP resist rev | MRP resist rev cytotoxicity | MRP resist rev with doxorubicin | Bcl-B TR3 displacers
COCC(=O)Nc1nc2ccccc2s1 | 19% | -6 | 65 | 6 | 65 | 7 | 94 | 87 | -8%
CC(C)(C)C1=C(C#N)C(c2ccc3c(c2)OCO3)C(C#N)=C(N)O1 (centres undefined) | -1% | -19 | 97 | 19 | 97 | 16 | 83 | 67 | -8%
O=C(CCC(=O)c1cccs1)Nc1ccc(F)c(F)c1F | -4% | 14 | 65 | -14 | 65 | -4 | 97 | 101 | 6%
COc1cccc(-c2nnc3sc(-c4ccco4)nn23)c1 | -9% | / | / | / | / | -6 | 74 | 80 | -3%
CCCc1cc(=O)[nH]c(SCC(=O)NC(=O)c2ccccc2)n1 | 15% | 26 | 188 | -26 | 188 | -2 | 95 | 97 | -14%
CCOc1ccccc1-n1nnnc1SCC(=O)Nc1cc(C)on1 | 15% | 15 | 123 | -15 | 123 | 9 | 94 | 86 | 2%
CCOc1ccc(OCC)c(NC(=O)C2CCCN2S(=O)(=O)c2cccc3cccnc23)c1 (centres undefined) | -46% | 15 | 204 | -15 | 204 | 2 | 79 | 78 | -7%
COc1cccc(N2CCN(CC(=O)Nc3nnc(-c4ccccc4)s3)CC2)c1 | -98% | 5 | 184 | -5 | 184 | -13 | 79 | 92 | -32%
Cc1cc(C(c2ccc(C)o2)c2ccc(C)o2)c(O)c([N+](=O)[O-])c1 | -3% | 13 | 124 | -13 | 124 | 15 | 91 | 76 | -8%
CCOC(=O)N1CCC(NC(=O)C2CCN(C(=O)N3CC(C)Oc4ccccc43)CC2)CC1 (centres undefined) | -57% | 9 | 174 | -9 | 174 | -5 | 79 | 85 | -1%
COc1ccccc1N=C(C)C1=C(O)CSC1=O | 15% | 4 | 96 | -4 | 96 | 18 | 102 | 85 | -2%
Cc1c(NC(=S)N/N=C/c2ccc(O)cc2)c(=O)n(-c2ccccc2)n1C | -18% | -3 | 127 | 2 | 127 | / | / | / | -5%
COc1cccc(/C=N/NC(=O)CC2C(=O)NN=C2C)c1O (centres undefined) | -198% | 18 | 111 | -18 | 111 | -3 | 103 | 106 | -2%
CC(=O)N1C(C(=O)O)CSC1c1ccc(C)cc1 (centres undefined) | -11% | -7 | 143 | 6 | 143 | 5 | 93 | 88 | -5%
COc1cccc(-c2ccc(=O)n(CC(=O)NCCN3CCOCC3)n2)c1 | / | -7 | 144 | 7 | 144 | -7 | 94 | 101 | /
Cc1cc(C(=O)CSc2nc(N)cc(=O)[nH]2)c(C)n1CCc1ccc(F)cc1 | -2% | -2 | 146 | 2 | 146 | 8 | 78 | 71 | 13%
Cc1ccccc1C(=O)NCc1nnc(SCC(=O)N2CCN(c3ccccc3)CC2)n1C | -33% | -8 | 162 | 8 | 162 | 20 | 99 | 80 | -2%
CN(CC(=O)NCc1ccncc1)S(=O)(=O)c1ccccc1 | 15% | 4 | 156 | -4 | 156 | 3 | 114 | 112 | 5%
COc1ccc(-c2nsc(SCC(=O)Nc3cc(C)on3)n2)cc1 | 17% | 15 | 154 | -15 | 154 | 8 | 98 | 90 | -14%
CCc1cc(/C(Cc2cscn2)=N\O)c(O)cc1O | 13% | 4 | 163 | -4 | 163 | / | / | / | 9%
Cc1ccc2nc(SCC(=O)N3CCOCC3)[nH]c2c1 | -20% | 7 | 180 | -7 | 180 | -7 | 93 | 100 | -9%
O=C(CCSc1nnc(-c2ccncc2)o1)Nc1ccccc1 | 0% | 4 | 156 | -4 | 156 | 40 | 103 | 64 | 0%
COc1ccc(C(=O)/C=C/N(C)C)cc1 | -8% | -2 | 115 | 2 | 115 | / | / | / | -3%
CC1(C)OC(c2ccccc2)=C/C(=C/C=Nc2ccccc2)O1 | / | 3 | 114 | -3 | 114 | 5 | 88 | 83 | /
Cc1ccc(S(=O)(=O)c2c(C)nn(C(C)(C)C)c2OC(=O)c2ccco2)cc1 | -15% | 12 | 100 | -12 | 100 | -25 | 54 | 79 | 5%
COc1cc(C(c2sc3nc(C)nn3c2O)N2CCc3ccccc3C2)cc(OC)c1OC (centres undefined) | -52% | / | / | / | / | 9 | 87 | 78 | -1%

In the list so far, 5 contain a cyano group.
canonical_smiles | PLAP inhibitors HTS | IL1B NFkB pot | IL1B NFkB pot cell count 2 µM | NFkB transloc inh | NFkB transloc inh cell count 2 µM | MRP resist rev | MRP resist rev cytotoxicity | MRP resist rev with doxorubicin | Bcl-B TR3 displacers
Cc1ccccc1C(=O)Nc1cccc(C#N)c1 | / | 2 | 100 | -2 | 100 | 3 | 96 | 93 | /
CCCCC(CC)Cn1c(N)c(C#N)c2nc3ccccc3nc21 (centres undefined) | -16% | -3 | 134 | 3 | 134 | / | / | / | -104%
CCOC(=O)C1=C(C)NC(=O)C(C#N)C1c1ccncc1 (centres undefined) | 8% | 7 | 212 | -8 | 212 | -11 | 97 | 108 | 2%
CCCCc1c(C)c(C#N)c2[nH]c3ccccc3n2c1=O | 15% | -2 | 170 | 2 | 170 | -10 | 18 | 28 | 16%
CC(C)(C)C1=C(C#N)C(c2ccc3c(c2)OCO3)C(C#N)=C(N)O1 (centres undefined) | -1% | -19 | 97 | 19 | 97 | 16 | 83 | 67 | -8%

Some of the compounds tested, so the mix of outcomes need not match the whole.
